Pol eta inh: DNA polymerase eta (human) inhibition. actives 1.2% (n = 390,000). Potency, µM (top dose mostly 114 µM), for the others: top-dose activity change, negative = inhibition, usual class: inhibitors. Q9Y253. recombinant Pol eta, fluorescent DNA replication assay. AID 588591; also: potency is read from the fitted curve at half-maximal effect; % is scaled to controls: 0 for no effect and ±100 for the full control effect
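Fluorescent replication assay: 50 nM final substrate added after a 15 min room-temperature compound preincubation with 10 nM enzyme. Signal taken at 0 min and again at 10 min.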
RGS4 inhibitor: blocks human RGS4-accelerated GTP hydrolysis; P49798; Transcreener GDP fluorescence polarization, RGS4-accelerated GTP hydrolysis; actives 0.039% (n = 390,000); Potency, µM (series often up to 114 µM), without a hit: at the top dose activity change, negative = inhibition, usual class: inhibitors; also: potency is read from the fitted curve at half-maximal effect; % is scaled to controls: 0 for no effect and ±100 for the full control effect; nearly all actives have a fitted effect of over 75% in size; some results filed as inactive show a strong effect at the top dose
Target sequence (P49798 whole entry, looked up): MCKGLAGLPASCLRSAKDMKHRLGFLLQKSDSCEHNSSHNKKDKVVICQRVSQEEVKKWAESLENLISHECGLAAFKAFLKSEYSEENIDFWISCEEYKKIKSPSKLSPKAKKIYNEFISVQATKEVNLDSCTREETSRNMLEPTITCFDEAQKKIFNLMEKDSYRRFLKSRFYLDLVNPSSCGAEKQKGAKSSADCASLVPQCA
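MLSMR compounds (23 nl, pin-transferred) preincubated 10 min at room temperature with a 500nM (2x) first reagent, then RGS4 at 900nM (2x) plus Transcreener GDP mix added; fluorescence polarization (620/688 nm) read before and after 90 min at 30 °C.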
ERG Ets-DNA blk: blocks human ERG Ets domain binding to DNA | Potency, µM (highest dose often 76.9 µM), without a hit: at the top dose FP activity, negative = inhibition, hits mostly inhibitors | fluorescence polarization, His-ERG Ets domain / labelled DNA | actives 0.028% (n = 370,000); active = well fitted inhibition curve with a large enough effect in the polarisation, with a control signal flat; inconclusive = small, poorly fitted or top-dose-only effect, or effect the other way, or a change in a side signal; inactive = no such curve, though single readings can be large or run the other way; the % refers to the polarisation;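 also: polarization taken with two DNA probes labelled with fluorescein and Texas red; potency is read from the fitted curve at half-maximal effect; % of control where 0% means no effect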
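His-tagged ERG Ets domain (1 uM in the protein solution; 300mM KCl, 50mM Tris-HCl, 1mM EDTA, 1mM DTT, pH 7.5) received compound, then a probe mix of 5 nM fluorescein-DNA and 100nM Texas-615-DNA. Fluorescence polarization was read for both dyes.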
APEX1 inh: APE1 (human) endonuclease inhibition; AID 2517; P27695; Potency, µM (doses to about 65.8 µM), for the others: top-dose activity change, negative = inhibition, usual class: inhibitors; recombinant APE1, TAMRA/BHQ-2 abasic DNA cleavage fluorescence; actives 0.35% (n = 350,000);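 also: potency is read from the fitted curve at half-maximal effect; plate controls were vehicle for no effect and reference inhibitor for full effect; nearly all actives have a fitted effect of over 55% in size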
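0.75 nM APE1 + cpd, 15 min RT; start w/ 50 nM TAMRA/BHQ-2 THF-abasic dsDNA; kinetic fluor 525/598 nm ×3 reads @60 s; Δ(read3−read1); normalized to DMSO and NSC13755 control wells.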
Apoferritin bind: binds horse apoferritin like a general anesthetic | P02791 | apoferritin/1-aminoanthracene competitive binding, fluorescence | Potency, µM (highest dose often 77.5 µM), for the others: at the top dose activity change, negative = displacement, most hits filed as inhibitors | actives 0.074% (n = 350,000); also: potency is read from the fitted curve at half-maximal effect; % is scaled to controls: 0 for no effect and ±100 for the full control effect; nearly all actives have a fitted effect of over 20% in size
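Read-out: endpoint 1-AMA fluorescence, excitation 380 nm and emission 535 nm, after compounds sit 10 min at room temperature with 10 uM horse-spleen apoferritin in 50% saturated 1-AMA/PBS. Values come from four-parameter Hill fits.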
POLK inh: DNA polymerase kappa (human) inhibition | Q9UBT6 | purified Pol kappa, fluorescent DNA synthesis assay, 10 min | Potency, µM (doses to about 107 µM), for the others: top-dose activity, negative = inhibition, most hits filed as inhibitors | actives 0.53% (n = 400,000); also: potency is read from the fitted curve at half-maximal effect; % is scaled to controls: 0 for no effect and ±100 for the full control effect
Target sequence (Q9UBT6 whole entry, looked up): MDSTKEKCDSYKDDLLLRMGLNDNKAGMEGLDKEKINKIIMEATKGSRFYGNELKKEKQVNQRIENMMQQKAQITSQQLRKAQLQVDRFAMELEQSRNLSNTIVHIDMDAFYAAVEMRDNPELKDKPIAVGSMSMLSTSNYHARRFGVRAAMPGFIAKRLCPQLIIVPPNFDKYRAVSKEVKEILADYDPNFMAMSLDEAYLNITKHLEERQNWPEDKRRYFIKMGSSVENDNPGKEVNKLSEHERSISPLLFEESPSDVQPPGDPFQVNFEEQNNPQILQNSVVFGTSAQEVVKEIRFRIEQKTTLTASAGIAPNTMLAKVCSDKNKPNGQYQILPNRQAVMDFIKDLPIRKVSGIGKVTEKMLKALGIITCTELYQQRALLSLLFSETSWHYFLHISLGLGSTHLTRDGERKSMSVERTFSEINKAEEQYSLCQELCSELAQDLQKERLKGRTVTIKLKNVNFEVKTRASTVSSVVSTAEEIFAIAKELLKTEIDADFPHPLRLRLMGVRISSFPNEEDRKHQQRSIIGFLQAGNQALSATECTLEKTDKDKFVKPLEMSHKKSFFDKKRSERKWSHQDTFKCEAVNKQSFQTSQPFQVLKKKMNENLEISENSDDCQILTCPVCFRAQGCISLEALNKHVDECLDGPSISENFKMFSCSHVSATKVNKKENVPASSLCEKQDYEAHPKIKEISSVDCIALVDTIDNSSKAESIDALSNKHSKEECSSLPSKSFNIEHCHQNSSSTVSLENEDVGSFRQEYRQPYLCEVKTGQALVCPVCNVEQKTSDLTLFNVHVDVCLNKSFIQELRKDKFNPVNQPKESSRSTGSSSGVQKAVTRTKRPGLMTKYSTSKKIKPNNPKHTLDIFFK
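Activity was followed as the change in fluorescence between reads at 0 and 10 min after starting the reaction with 50 nM substrate. Beforehand, 10 nM polymerase had been preincubated with compound for 15 min at room temperature.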
LDHA inh: blocks human lactate dehydrogenase A | purified LDHA, NADH/diaphorase-resazurin fluorescence; hits give low values | activity change, % (values are at about 110 or 230 µM) | actives 0.15% (n = 480,000) | AID 1347041; in the data active = activity change below about -30%; inconclusive = mostly about -25% to -30%;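 also: plate controls were DMSO wells for no effect and wells without enzyme for full effect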
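Remaining NADH was detected by diaphorase (0.133 mg/mL) converting 37 µM resazurin to fluorescent resorufin, read at 0 and 20 minutes. The preceding 5-minute room-temperature reaction used 2 nM LDHA, 0.2 mM sodium pyruvate and 0.06 mM NADH at pH 7.4.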
POLB inh: inhibitors of human DNA polymerase beta | P06746 | Pol beta primer extension/strand displacement, fluorescence kinetic | Potency, µM (titrated, usually from 114 µM), for the others: top-dose activity change, negative = inhibition, most hits filed as inhibitors | actives 1.3% (n = 340,000) | AID 485314; also: potency is read from the fitted curve at half-maximal effect; % is scaled to controls: 0 for no effect and ±100 for the full control effect
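Curves were derived by four-parameter Hill fits of normalized qHTS data. The kinetic fluorescent primer-extension read was taken at 0 and 10 min after 50 nM substrate, following a 15 min room-temperature preincubation of 10 nM enzyme with compounds.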
12-LOX inh: blocks human arachidonate 12S-lipoxygenase; purified 12hLO, xylenol orange hydroperoxide absorbance; AID 1671190; P18054; Potency, µM (top dose mostly 108 µM), for inactives: at the highest dose activity change, negative = inhibition, actives largely listed as inhibitors; actives 1.1% (n = 580,000); also: potency is read from the fitted curve at half-maximal effect; % is scaled to controls: 0 for no effect and ±100 for the full control effect
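Purified human 12hLO at 150 nM in 25 mM Hepes, 0.01% Triton X-100, pH 7.0, preincubated 15 min at room temperature with compound. Reaction started with 40 uM arachidonic acid, 30 min at room temperature. Hydroperoxide measured by Fe-xylenol orange, 573/405 nm absorbance ratio.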
An asterisk follows results filed as active; ? = inconclusive; · = not tested or not shown; & = joins results of further samples; [ ] = remark or other dose. Unless noted, calls follow the shape of the dose curve; as a rule, active = well fitted curve in the direction sought with a large enough effect; inconclusive = small, poorly fitted or top-dose-only effect, or another doubt; inactive = no such curve, though single readings can be large; an effect the other way counts as inactive or inconclusive. Some of the compounds tested, so the mix of outcomes need not match the whole.

no.	SMILES	Pol eta inh	RGS4 inhibitor	ERG Ets-DNA blk	APEX1 inh	Apoferritin bind	POLK inh	LDHA inh	POLB inh	12-LOX inh
1	COCCN(CCOC)C(=O)CSc1ccc(S(=O)(=O)N2CCN(C)CC2)cn1	-4%	0%	6%	-6%	·	-6%	1	·	0%
2	O=C(NCCc1ccc(Cl)cc1)c1ccc2ccccc2n1	-6%	-21%	11%	-12%	-15%	-31%	6	4%	-15%
3	COc1ccc(NC(=O)c2c(C(F)(F)F)nn(C)c2SCc2ccccc2Cl)cc1	4%	-10%	-27%	-9%	-10%	-1%	0	2%	-20%
4	O=C(NCCOc1ccccc1)c1n[nH]c(=O)c2ccccc12	3%	-13%	0%	-2%	-11%	-2%	-8	1%	28%
5	CC(=O)N1CCN(C(=O)c2ccc(-c3ccccc3Cl)o2)CC1	-2%	-13%	0%	16%	·	0%	-5	·	-23%
6	Cc1nc2ccccc2c(=O)n1/N=C/c1cccs1	-19%	-24%	-2%	-1%	-5%	3%	-3	30%	-15%
7	CCOC(=O)/C=C/C(=O)OCC(=O)Nc1ccc(OC)c(Cl)c1	-9%	-25%	2%	4%	6%	4%	-2	3%	-10%
8	COc1ccc(C(=O)N[C@H](C(=O)Nc2nc3c(s2)CCCC3)C(C)C)cc1	-17%	-14%	0%	-6%	-14%	-7%	0	4%	?
9	Cc1ccccc1OCC(=O)OCC(=O)c1ccc(OCc2ccccc2)cc1	-18%	-17%	-4%	3%	-19%	2%	1	2%	-4%
10	NC(=O)C1CCN(C(=O)CSc2nc(O)cc(=O)[nH]2)CC1	-10%	-7%[56.9 µM]	-3%	23%	-5%	2%	-5	-18%	0%
11	O=C(Nc1ccccc1Br)C1CCCN1S(=O)(=O)c1cccc2nsnc12 (centres undefined)	-18%	15%	32%[activator]	22%	-12%	-6%	-2	24%	-7%
12	Cc1cc(=O)oc2cc(OCC(=O)OC(C)C(=O)NC3CCCC3)ccc12 (centres undefined)	6%	9%	-3%	?	-14%	-7%	-5	-32%	-2%
13	CC[C@H](C)[C@@H](C(=O)NCCCCCCCCCCC(=O)N1CCNCC1)n1cc(CCCCCN)nn1	-20%	7%	15%	29%	·	-4%	-2	·	-11%
14	C/C=C(/C)C(=O)Nc1cccc(C2=NOC3(C2)C[C@@H](C(N)=O)N(C(=O)[C@H]2CCC(=O)N2)C3)c1 (some centres undefined)	-14%	9%	-2%	3%	-4%	-8%	-6	?	-2%
15	N#Cc1ccc(Oc2ccc(C(N)=O)cc2)cc1C#N	1%	?	-9%	2%	-4%	-9%	-4	3%	?
16	COc1ccc(C(=O)Nc2nnc(S(=O)(=O)N(C)c3ccc(Cl)cc3)s2)cc1OC	?	-14%	-2%	·	55%[activator]	-17%	-14	-11%	-5%
17	Cc1cccc(C2CC(=O)Oc3c2c(=O)n(C)c2ccccc32)c1 (centres undefined)	-9%	5%	4%	·	-6%	0%	1	1%	-19%
18	Cc1c(C(=O)NN2CCOCC2)nn(-c2ccc(Cl)cc2Cl)c1-c1ccc(I)cc1	·	·	·	23%&-7%	9%	-6%[60.1 µM]	·	·	30%
19	COc1ccc(N(CC(=O)NC2CCCCC2)C(=O)c2ccc(C)s2)c(OC)c1	-12%	-6%	-4%	-8%	-10%	-9%	-12	15%	-19%
20	CS(=O)(=O)N1CCC(C(=O)NCc2ccco2)CC1	?	-15%	·	-3%	31%[activator]	-7%	1	4%	6%
21	CCc1nc(N)nc2c1C(=O)CC(C)(C)C2	-6%	1%	1%	-2%	-6%	-9%	0	10%	-4%
22	CSc1nc(C)cc(Nc2cccc(C(=O)O)c2)n1	-20%	-10%	-2%	·	4%	-7%	0	1%	?
23	COc1ccc(-c2cc3nc(C)c(CCC(=O)N4CCN(c5cc(C)ccc5C)CC4)c(C)n3n2)c(OC)c1	-14%	4%	-1%	·	-3%	-8%	2	39%	-10%
24	CCn1c(C)nc2cc(C(=O)NNS(=O)(=O)c3c(C)c(C)cc(C)c3C)ccc21	-15%	-15%	6%	0%	?	-3%	-3	3%	-1%

Retrieved by compound from the list above:
no.	SMILES	Pol eta inh	RGS4 inhibitor	ERG Ets-DNA blk	APEX1 inh	Apoferritin bind	POLK inh	LDHA inh	POLB inh	12-LOX inh
17	Cc1cccc(C2CC(=O)Oc3c2c(=O)n(C)c2ccccc32)c1 (centres undefined)	-9%	5%	4%	·	-6%	0%	1	1%	-19%
13	CC[C@H](C)[C@@H](C(=O)NCCCCCCCCCCC(=O)N1CCNCC1)n1cc(CCCCCN)nn1	-20%	7%	15%	29%	·	-4%	-2	·	-11%
24	CCn1c(C)nc2cc(C(=O)NNS(=O)(=O)c3c(C)c(C)cc(C)c3C)ccc21	-15%	-15%	6%	0%	?	-3%	-3	3%	-1%

Next part
no.	SMILES	Pol eta inh	RGS4 inhibitor	ERG Ets-DNA blk	APEX1 inh	Apoferritin bind	POLK inh	LDHA inh	POLB inh	12-LOX inh
25	CCCCCCOC(=O)C(C#N)c1nc2ccccc2nc1N1CCCCC1 (centres undefined)	0%	8%	6%	3%	96%[activator]	-7%	-14	6%	-12%
26	CC(=O)Nc1ccc2nc(NC(=O)CN3CCOCC3)sc2c1	-7%	-37%	2%	-6%	-6%	15%	2	21%	-23%
27	COc1ccc(CCNC(=O)CSc2ccccc2)cc1OC	-3%	18%	3%	-4%	-7%	-3%	-13	28%	-29%
28	Cc1cc(C)nc(NC(=O)c2cc(-c3ccc(C)s3)nc3ccccc23)c1	-12%	-51%	7%	-7%	54%[activator]	-6%	-1	-23%	?
29	CCc1ccc(OC(=O)CSc2nnc(-c3ccc(OC)c(OC)c3)o2)cc1	-9%	22%	-10%	·	59%[activator]	-19%	-5	1%	-2%
30	CCCCNc1nnc(SCC(=O)c2c[nH]c3ccccc23)s1	-16%	-18%	1%	-8%	-2%	-7%	-3	?	18%
31	COc1ccc(N2CCN(C(=O)CCS(=O)(=O)c3cc(Br)cc4c3N(C(=O)C3CC3)CC4)CC2)cc1	14%	-27%	8%	·	-9%	-37%	-1	?	?
32	Cc1ccc(S(=O)(=O)Nc2ccc3cc([N+](=O)[O-])ccc3c2[N+](=O)[O-])cc1	79µM*	27%	12%	·	·	-5%	7	·	22µM*
33	COCCCNC(=O)C1=CCN(S(=O)(=O)c2ccc(OC)cc2)CC1	-8%	14%[56.9 µM]	-2%	7%	-4%	-10%	-4	31%	-2%
34	COc1ccc(CCNC(=O)Cn2nnc(-c3ccc(Cl)cc3)n2)cc1OC	-10%	21%	12%	·	45%[activator]	-8%[60.1 µM]	-10	-29%	-10%
35	O=C(Nc1nc2ccccc2[nH]1)C1CC1	-7%	-14%	-10%	-5%	1%	-1%	-3	-19%	?
36	CNC(=S)Nc1ccc(C)c(NC(=S)NC)c1	-14%	-28%	-2%	-5%	-9%	-10%	3	0%	-10%

Compounds listed so far with a cyano group (2):
no.	SMILES	Pol eta inh	RGS4 inhibitor	ERG Ets-DNA blk	APEX1 inh	Apoferritin bind	POLK inh	LDHA inh	POLB inh	12-LOX inh
15	N#Cc1ccc(Oc2ccc(C(N)=O)cc2)cc1C#N	1%	?	-9%	2%	-4%	-9%	-4	3%	?
25	CCCCCCOC(=O)C(C#N)c1nc2ccccc2nc1N1CCCCC1 (centres undefined)	0%	8%	6%	3%	96%[activator]	-7%	-14	6%	-12%

Next part
no.	SMILES	Pol eta inh	RGS4 inhibitor	ERG Ets-DNA blk	APEX1 inh	Apoferritin bind	POLK inh	LDHA inh	POLB inh	12-LOX inh
37	CC1(C)SC2C(C(=O)O)N=C(Cc3ccccc3)N2C1C(=O)O (centres undefined)	-16%	-15%	-7%	·	·	-3%	-1	·	14%
38	CCOC(=O)[C@@H]1[C@H]2COc3ccccc3[C@@H]2N2C(=O)N(c3ccc(C(F)(F)F)cc3)C(=O)[C@@]12C	-21%	6%	-15%	-29%	·	-15%	-3	·	6%
39	COc1ccc(COc2cc(-c3cccc(OC)c3)nc3ccc(NC(=O)c4ccc(OC)cc4)cc23)cc1	-7%	-16%	-4%	-3%[50.4 µM]	-5%&0%	-10%[60.1 µM]	2	0%	?
40	CCCNS(=O)(=O)c1cccc(C(=O)OCc2cc(=O)oc3cc(OC)ccc23)c1	-23%	-21%	-7%	11%	?	4%	-3	-13%	-13%
41	O=C(CCN1C(=O)/C(=C/c2ccccc2)SC1=S)Nc1ccccn1	-16%	-23%	7%	10%	-16%	11%	0	28%	36%[activator]
42	COc1cc(NC(=O)CSc2nncn2C)cc(OC)c1OC	-8%	-33%	-8%	-4%	-5%	6%	-1	-12%	115%
